Bioassay records (PubChem)
NPC1 prom act – qHTS Assay for NPC1 Promoter Activators; Huh7 NPC1 promoter luciferase reporter, 24 h; Potency, µM (highest dose often 9.22 µM), inactives show top-dose activation, usual class: activators; actives 2.4% (n = 320,000); AID 485313, 2010;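 note: potency is the fitted concentration of half-maximal effect; % of control where 0% means no effect; nearly all actives have a fitted effect of over 60% in size; reporter is driven by a mutant NPC1 promoter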
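Luminescence read-out of NPC1 promoter-driven luciferase in stably transfected Huh7 cells; compounds delivered in DMSO and left 24 h at 37C, 5% CO2, qHTS titration format.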
ELG1 genotox – qHTS screen for small molecules that induce genotoxicity in human embryonic kidney (HEK293T) cells expressing luciferase-tagged ELG1; HEK293T ELG1-luciferase reporter, luminescence, 16 h; Potency, µM (highest dose often 46 µM), inactives show at the highest dose activity change, positive = activation, actives largely listed as activators; actives 1.3% (n = 330,000); AID 504466, 2011; note: potency is the fitted concentration of half-maximal effect; % of control where 0% means no effect; nearly all actives have a fitted effect of over 60% in size
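Genotoxic stress is detected as increased luminescence from luciferase-tagged ELG1 in HEK293T cells, measured with ONE-Glo after a 16 hr treatment at 37 °C.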
FLuc counter – qHTS profiling assay for firefly luciferase inhibitor/activator using purifed enzyme and Km concentrations of substrates (counterscreen for miR-21 project); purified FLuc, Km substrates, luminescence inhibition; Potency, µM (top dose mostly 57.5 µM), inactives show at the top dose activity change, negative = inhibition, most hits filed as inhibitors; actives 6.9% (n = 360,000);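 note: potency is the fitted concentration of half-maximal effect; plate controls were vehicle for no effect and reference inhibitor for full effect; nearly all actives have a fitted effect of over 55% in size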
Target sequence (P08659 whole entry, looked up): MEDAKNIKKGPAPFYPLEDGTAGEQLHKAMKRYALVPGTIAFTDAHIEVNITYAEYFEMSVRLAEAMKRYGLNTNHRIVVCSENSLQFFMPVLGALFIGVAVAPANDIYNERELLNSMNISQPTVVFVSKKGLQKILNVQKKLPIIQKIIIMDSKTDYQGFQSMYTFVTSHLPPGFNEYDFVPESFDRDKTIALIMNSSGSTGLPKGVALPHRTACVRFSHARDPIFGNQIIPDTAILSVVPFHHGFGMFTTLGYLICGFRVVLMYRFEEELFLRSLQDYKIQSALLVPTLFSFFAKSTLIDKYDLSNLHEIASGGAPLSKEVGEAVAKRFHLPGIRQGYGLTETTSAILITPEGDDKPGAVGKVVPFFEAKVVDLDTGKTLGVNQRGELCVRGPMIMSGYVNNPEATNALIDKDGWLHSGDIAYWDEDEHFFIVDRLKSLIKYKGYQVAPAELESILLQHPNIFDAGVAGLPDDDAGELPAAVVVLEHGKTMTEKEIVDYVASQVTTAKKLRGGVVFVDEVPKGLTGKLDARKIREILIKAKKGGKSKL
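Purified P. pyralis luciferase, 10 nM final, with Km-level 10 uM D-luciferin and 10 uM ATP in 50 mM Tris acetate pH 7.5, 10 mM Mg acetate, 0.01% Tween-20, 0.05% BSA; 6-point qHTS titration about 60 µM downward; luminescence read.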
RORgamma inh – qHTS for inhibitors of ROR gamma transcriptional activity; Nuclear receptor ROR-gamma (Mus musculus), P51450; Potency, µM (titrated, usually from 53.6 µM), inactives show at the top dose activity change, negative = inhibition, actives largely listed as inhibitors; AID 2551, 2010; actives 5.4% (n = 310,000); Drosophila S2 Gal4-RORgamma UAS-luciferase reporter, 20 h; note: potency is the fitted concentration of half-maximal effect; % is set by controls: 0 for no effect and ±100 for the full control effect; nearly all actives have a fitted effect of over 60% in size
Target sequence (P51450 whole entry, looked up, the tested form may be a part): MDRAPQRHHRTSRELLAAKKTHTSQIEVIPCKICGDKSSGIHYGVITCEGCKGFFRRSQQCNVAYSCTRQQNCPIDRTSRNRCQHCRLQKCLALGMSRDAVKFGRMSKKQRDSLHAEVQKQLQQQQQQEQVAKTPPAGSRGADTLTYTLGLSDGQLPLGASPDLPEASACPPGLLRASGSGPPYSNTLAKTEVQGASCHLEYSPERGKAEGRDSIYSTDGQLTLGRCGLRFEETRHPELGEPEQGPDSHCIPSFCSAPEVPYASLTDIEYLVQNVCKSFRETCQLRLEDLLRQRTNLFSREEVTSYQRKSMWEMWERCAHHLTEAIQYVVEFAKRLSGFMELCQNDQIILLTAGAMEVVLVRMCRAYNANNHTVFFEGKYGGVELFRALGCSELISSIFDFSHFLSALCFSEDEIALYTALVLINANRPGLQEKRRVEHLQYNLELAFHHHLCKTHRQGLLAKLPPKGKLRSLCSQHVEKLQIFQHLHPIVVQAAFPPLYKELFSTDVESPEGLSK
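Stably transfected Drosophila Schneider cells are the test system, with ROR gamma fused to Gal4 and luciferase under UAS control; luminescence is read after 20 hr of 700 uM copper sulfate induction at ambient temperature.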
ELG1 DNA repair – qHTS screen for small molecules that inhibit ELG1-dependent DNA repair in human embryonic kidney (HEK293T) cells expressing luciferase-tagged ELG1; AID 504467, 2011; HEK293T ELG1-luciferase reporter, luminescence, 16 h; DNA damage induced by 5-fluorouridine; Potency, µM (titrated, usually from 46.1 µM), for inactives: at the highest dose activity change, negative = inhibition, most hits filed as inhibitors; actives 2.3% (n = 330,000); note: potency is the fitted concentration of half-maximal effect; % is set by controls: 0 for no effect and ±100 for the full control effect; nearly all actives have a fitted effect of over 55% in size
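Overnight (16 hr) co-exposure of 2,000 cells/well to 5-fluorouridine and compound at 37 °C preceded detection. Luciferase was quantified via ONE-Glo luminescence; loss of signal denotes inhibition.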
BRCA1 expr up – qHTS Assay to Identify Small Molecule Activators of BRCA1 Expression; MCF7-BRCA1-FFLuc reporter, luminescence, 48 h; response scale: scaled: vehicle 0%, 10 µM genistein 100%; Potency, µM (top dose mostly 46.1 µM), inactives show at the top dose activation, usual class: activators; actives 1.1% (n = 380,000); note: potency is the fitted concentration of half-maximal effect; nearly all actives have a fitted effect of over 80% in size; some results filed as inactive show a strong effect at the top dose
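Using MCF7 cells harboring a BRCA1 firefly luciferase reporter, plated 2 h before compound pinning, the screen measured luminescence after 48 h incubation. Responses were normalized to DMSO and 10 microM genistein, then fitted for concentration-effect.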
Tb PFK inh – qHTS Assay to Find Inhibitors of T. brucei phosphofructokinase; T. brucei PFK, ADP-Glo luminescence; Potency, µM (series often up to 57.5 µM), without a hit: top-dose activity, negative = inhibition, most hits filed as inhibitors; actives 0.17% (n = 330,000); AID 485367, 2010;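 note: potency is the fitted concentration of half-maximal effect; 0% = uninhibited 1x PFK enzyme wells and -100% = no-enzyme wells; nearly all actives have a fitted effect of over 60% in size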
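Compounds were pin-transferred as a titration series up to 57 uM into substrate buffer (0.5 mM F6P, 0.1 mM ATP, pH 8.0), then 1.25 nM PFK was added and reactions ran 45 min before ADP-Glo detection.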
VP16 counter – VP16 counterscreen qHTS for inhibitors of ROR gamma transcriptional activity. Drosophila S2 Gal4-VP16 UAS-luciferase, luminescence, 20 h. Potency, µM (highest dose often 53.6 µM), for inactives: top-dose activity, negative = inhibition, hits mostly inhibitors. actives 3.5% (n = 310,000). AID 2546, 2010;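 note: Gal4-VP16 expression switched on by copper sulfate through the metallothionein promoter; potency is the fitted concentration of half-maximal effect; % is set by controls: 0 for no effect and ±100 for the full control effect; nearly all actives have a fitted effect of over 50% in size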
p53 reactivator – qHTS assay for re-activators of p53 using a Luc reporter; AID 504706, 2011; Potency, µM (top dose mostly 92.2 µM), for inactives: top-dose activity change, positive = activation, most hits filed as activators; H1299 p53-A138V BP100-luciferase reporter, luminescence, 24 h; actives 0.063% (n = 320,000); note: potency is the fitted concentration of half-maximal effect; % of control where 0% means no effect; nearly all actives have a fitted effect of over 45% in size
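H1299 (p53-null), stable ts p53-A138V + BP100-Luc; 1000 cells/well, Opti-MEM/10% FBS; cpd 4 pt, 1:5; 24 h, 37 deg C, 5% CO2; detection reagent 10 min RT; luminescence.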
TRPV1 agonist – HTS Assay for Compounds that Act as Agonists of the Vanilloid Receptor 1. TRPV1-expressing cells, Fluo-8 calcium influx, agonist mode. activation, % at 8.33 µM. actives 0.19% (n = 320,000). AID 540275, 2011; in the data active = activation above about 80%; inconclusive = between about 30% and that limit; note: 0% is about no effect
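Fluo-8 calcium influx in TRPV1-expressing cells, kinetic read (ex 480/em 520 nm). Compound added and read 3 min for agonist activity, followed by capsaicin at EC20 final and 2 min further read for enhancement.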
Rab9 prom act – qHTS Assay for Rab9 Promoter Activators. actives 2.8% (n = 320,000). Potency, µM (doses to about 9.22 µM), for the others: top-dose activation, negative = inhibition, most hits filed as activators. AID 485297, 2010. Huh7 Rab9 promoter-luciferase reporter, luminescence, 24 h; note: potency is the fitted concentration of half-maximal effect; % of control where 0% means no effect; nearly all actives have a fitted effect of over 60% in size
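Cell-based reporter: Huh7 stable for Rab9 promoter-driven luciferase, plated in reduced-serum medium with 10% FBS at 1500 cells/well, compound-treated 24 h at 37 °C, luminescence read after 10 min reagent.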
Numbers without * were called inactive; ? = inconclusive; nt = no result given; [ ] = dose if it differs, or a comment. Unless noted, calls come from the whole dose curve; as a rule, active = well fitted curve in the direction sought with a large enough effect; inconclusive = small, poorly fitted or top-dose-only effect, or another doubt; inactive = no such curve, though single readings can be large; an effect the other way counts as inactive or inconclusive. Rows are unselected (roughly 15% active in at least one column).

item	canonical_smiles	NPC1 prom act	ELG1 genotox	FLuc counter	RORgamma inh	ELG1 DNA repair	BRCA1 expr up	Tb PFK inh	VP16 counter	p53 reactivator	TRPV1 agonist	Rab9 prom act
1	COc1ccc(CCN2CC(C(=O)N(C)Cc3ccc(C)o3)CCC2=O)cc1 (centres undefined)	?	?	?	30%	?	90%	1%	-1%	?	-1	?
2	O=C(COC(=O)c1cnccn1)c1ccc2ccccc2c1	-2%	-2%	1%[2.3 µM]	?	3%	10%	-1%	-10%	14%	0	14%
3	CC(C)(C)c1ccc(C(=O)NCCCNC(=O)c2ccccn2)cc1	-5%	1%	17µM*	21%	15%	5%	0%	7%	5%	13	-3%
4	O=C(COc1ncnc2ccccc12)Nc1cc(S(=O)(=O)N2CCOCC2)ccc1Cl	3%	1%	7%	14%	-2%	7%	-3%	5%	-1%	-10	-4%
5	CC1Cc2ccccc2N1C(=O)CSc1ncccn1 (centres undefined)	7%	8%	-2%	nt	?	14%	2%	nt	8%	-1	2%
6	Clc1ccccc1C1CC(c2ccccc2)=Nc2ccccc2N1 (centres undefined)	3%	-2%	-16%	-16%	-2%	-41%	0%	2%	10%	13	2%
7	O=C(CN(Cc1cccs1)C(=O)c1csnn1)NC1CCCC1	-2%	0%	5%	-43%	3%	0%	-1%	6%	5%	0	-7%
8	COc1ccc(/C(C)=N\NC(=O)CNC(=O)C(c2ccccc2)c2ccccc2)cc1OC	-6%	-4%	-1%	-17%	-11%	-1%	0%	?	-32%[inhibitor]	1	-2%
9	NC(=O)CC(NC(=O)c1cccc(Br)c1)c1ccc(N2CCC(N3CCCC3)CC2)c([N+](=O)[O-])c1 (centres undefined)	2%	3%	-1%	-7%	0%	2%	5%	5%	-2%	2	-2%
10	COc1ccccc1-c1ocnc1C(=O)N1CCN(S(=O)(=O)c2ccc(NC(C)=O)cc2)CC1	-6%	-1%	1%	4%	1%	57%	0%	1%	-4%	0	1%
11	Brc1ccccc1-c1nnc2sc(-c3ccc4c(c3)OCCO4)nn12	-10%	1%	-7%	18%	?	-73%	-10%	-3%	0%	-3	-17%[1.84 µM]
12	CC(/C=N/NC(=O)c1nn(C)c(C)c1Br)=C\c1ccccc1	?	?	1.9µM*	0.16µM*	?	?	7%	?	?	11	3.5µM*
13	O=C(C1COc2ccccc2O1)N1CCN(c2ccccc2O)CC1 (centres undefined)	6%	-6%	3%	nt	?	-19%	-6%	nt	-3%	16	-2%
14	Cc1nc(NS(=O)(=O)c2ccccc2)sc1C(C)(C)C	2%	0%	-5%	-36%	6%	1%	0%	-1%	10%	-7	-2%
15	Cc1cc(C(=O)N/N=C/c2c(C)n(C)c3ccccc23)n[nH]1	-8%	0%	?	6%	?	-18%	-8%	0%	-2%	1	-1%
16	CCC(C)[C@H](N)c1cn([C@@H](Cc2ccc(O)cc2)C(=O)N2CCNCC2)nn1 (some centres undefined)	-1%	3%	2%	6%	7%	-7%	0%	2%	-2%	-3	-2%
17	CC(C)c1nnc2c(N(C)S(=O)(=O)c3ccccc3)nc3ccccc3n12	2%	1%	-1%	16%	1%	-1%	-6%	-2%	-5%	3	-1%
18	COc1ccc(OC)c(/C=N/N=C(\N)c2nonc2N)c1	-1%	1%	?	-23%	6%	-1%	2%	7%	3%	-7	-3%
19	COc1ccc(-n2cc(-c3ccc(Cl)cc3)[nH]c2=S)cc1	28%	6%	-12%	-42%	?	52%	-4%	4%	9%	nt	1.3µM*
20	CCn1cnc2c1c(=O)n(CC(=O)Nc1ccc3c(c1)OC(F)(F)O3)c(=O)n2Cc1ccccc1	0%	0%	1%	23%	-13%	-41%	0%	0%	2%	1	-5%
21	O=C(NCCCN=C1NS(=O)(=O)c2ccccc21)c1ccc(S(=O)(=O)N2CCOCC2)cc1	0%	1%	0%	8%	6%	6%	-3%	-2%	-3%	-2	15%
22	CCCCNC(=O)c1ccc(CS(=O)(=O)c2ccc(OC)cc2)o1	-1%	-1%	-1%	-11%	1%	-31%	-5%	-28%	-5%	-3	-6%
23	COC(=O)c1ccc(N2CCOCC2)c(NC(=O)c2ccc3c(c2)OCO3)c1	1%	2%	1%	-5%	?	0%	4%	-12%	1%	3	-2%
24	CC(C)(C)C1=C(C#N)C(c2ccc3c(c2)OCO3)C(C#N)=C(N)O1 (centres undefined)	13%	1%	?	24%	18%	0%	7%	-8%	7%	12	-1%
25	COC(=O)c1cc(NC2c3ccccc3C(=O)N2c2cccnc2)cc(C(=O)OC)c1 (centres undefined)	-1%	12%	-2%	41%	-7%	-18%	0%	-6%	-12%	3	0%
26	CC(=O)c1cc(-c2ccc(F)cc2)n(CCC(=O)Nc2cccnc2)c1C	-2%	-14%	-8%	-5%	6%	-9%	-11%	-6%	-5%	81*	-5%
27	Cc1ccc2oc(C(=O)N3CCN(Cc4nccn4C)CC3)c(C)c2c1	17%	4%	-9%	-20%	14%	13%	-4%	4%	-3%	3	2%
28	COC(=O)c1[nH]c2cccc(OC)c2c1NC(=O)CCN1CCN(c2cccc(Cl)c2)CC1	24%	-13%	0%	34%	18µM*	nt	-5%	6%	-2%	15	0%
29	CCCn1c(SCC(=O)NCC(=O)Nc2ccc(F)c(F)c2F)nc2ccccc2c1=O	1%	-3%	-1%	nt	?	-16%	0%	nt	-10%	8	2%
30	Cc1cc(C(=O)NCc2ccc(S(N)(=O)=O)cc2)ccc1[N+](=O)[O-]	-2%	0%	0%	5%[10 µM]	1%	-18%	-4%	5%	0%	1	-5%
31	CCOC(=O)CSc1nnc(NC(=O)c2ccc3c(c2)OCO3)s1	-6%	19%	1.1µM*	11µM*	13%	-39%	1%	16µM*	29%	13	10%
32	COc1ccc(CNC(=O)/C=C/c2ccco2)cc1OC	-1%	1%	4%	11%	-9%	1%	-8%	7%	-2%	?	-1%
33	CC1CN(C(=O)C(C)Sc2nc3ccccc3s2)CC(C)O1 (centres undefined)	1%	0%	6%	44%	12%	2%	0%	-14%	-2%	17	7%
34	O=C(CC1C(=O)NCCN1Cc1c(F)cccc1Cl)NC1CCCC1 (centres undefined)	-5%	1%	-1%	-5%	11%	-2%	-1%	2%	-2%	-2	7%
35	c1ccc2c(c1)NCCS2	4%	11%	-15%	14%	?	0%	-23%	-4%	14%	-2	-1%
36	CNC(=S)Nc1cc(C)ccc1OC(F)F	-3%	4%	1%	?	4%	0%	-1%	-16%	5%	0	-2%
37	COc1cc(CNC23CC4CC(CC(C4)C2)C3)ccc1OCc1ccccc1	-2%	-6%	-2%	-14%	-29%	-15%	-2%	-4%	0%	3	-14%
38	COc1ccccc1NC(=O)COC(=O)CNC(=O)C1CCCCC1	nt	0%	nt	nt	14%	-16%	-2%	nt	6%	nt	nt
39	O=C(CSc1nnc(-c2ccccc2F)o1)NC1CCCCC1	-4%	5%	0%	7%	0%	-9%	-7%	-15%	13%	0	0%
40	CC(=O)n1cc(/C=N/NC(=O)c2cccc(O)c2)c2ccccc21	-3%	13%	9.5µM*	-15%	?	61%	-2%	-16%	?	-1	3%
41	Cn1ccnc1C(=O)c1ccccc1Cl	-1%	-2%	2%	-1%	3%	7%	4%	1%	15%	6	-1%
42	Cc1ccc(C2=NN(CCC(=O)NCCC(C)C)C(=O)CC2)cc1	-6%	0%	5%	6%	-6%	nt	4%	1%	-4%	4	-2%
43	COc1cc(NS(=O)(=O)c2ccc(NC(=S)NC(=O)/C=C/c3ccco3)cc2)ncn1	-1%	-5%	?	-2%	1%	1%	18%	3%	2%	1	-1%
44	CCOc1ccc(CCNC(=O)c2nnn(CC(=O)Nc3ccc(OC)c(OC)c3)c2N)cc1OCC	-6%	-8%	-1%	19%	22%	-7%	2%	-2%	20%	1	1%
45	O=C(COC(=O)CCC(=O)c1cccs1)Nc1cccc(S(=O)(=O)N2CCOCC2)c1	2%	-1%	-1%	12%	-13%	12%	6%	-8%	6%	1	5%
